ERK EGF inh: qHTS Assay for Inhibitors of the ERK Signaling Pathway using a Homogeneous Screening Assay; Stimulation with EGF; HEK293-V1b, EGF-stimulated phospho-ERK AlphaScreen; Potency, µM (top dose mostly 11.5 µM), without a hit: at the top dose activity change, negative = inhibition, hits mostly inhibitors; actives 0.41% (n = 130,000); active means well fitted inhibition curve with a large enough effect; inconclusive means small, poorly fitted or top-dose-only effect, or effect the other way;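 further: plate controls were stimulated vehicle wells for no effect and unstimulated vehicle basal for full effect; nearly all actives have a fitted effect of over 55% in size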
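Stably V1b-transfected HEK293 cells; 30 min compound, then EGF 25 nM final for 5 min at 37C; 10 min lysis; phospho-ERK by AlphaScreen after 5 hr beads at room temperature.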
* = called active by the depositor; ? = inconclusive; & = joins results of further samples; [ ] = dose if it differs, or a comment. Potency means the concentration at half of the fitted maximal effect. Some of the compounds tested. The share of hits here may be higher or lower than overall.

Sample of the layout (2 entries):
| ERK EGF inh | Compound |
| --- | --- |
| 14% | CC1CC(C)CN(S(=O)(=O)c2ccc(NC(=O)C3COc4ccccc4O3)cc2)C1 (stereo unspecified) |
| -6%[57.5 µM] | COc1ccc(C2C3=C(OC(C)=O)c4ccccc4C3=Nc3c2c(=O)n(C)c(=O)n3C)cc1 (stereo unspecified) |

This part in full, previewed entries included:
| ERK EGF inh | Compound |
| --- | --- |
| 14% | CC1CC(C)CN(S(=O)(=O)c2ccc(NC(=O)C3COc4ccccc4O3)cc2)C1 (stereo unspecified) |
| -6%[57.5 µM] | COc1ccc(C2C3=C(OC(C)=O)c4ccccc4C3=Nc3c2c(=O)n(C)c(=O)n3C)cc1 (stereo unspecified) |
| 6% | O=C(CCCC(=O)NC1CCCC1)NC1CCCC1 |
| -10%[57.5 µM] | O=C(Nc1ccc2oc(-c3ccncc3)nc2c1)c1ccc2c(c1)OCO2 |
| 5% | O=C(c1cccc2ccccc12)N1CCN(c2ccc([N+](=O)[O-])c(NCc3ccco3)c2)CC1 |
| 5% | Cc1c(C2CCN(CCc3ccccc3)CC2)noc1-c1ccc(Cl)cc1 |
| -1% | CCCCC(=O)NC(=S)Nc1ccc(S(=O)(=O)N2CCCC2)cc1 |
| 9% | N#Cc1c(NC(=O)CCC(=O)O)sc2c1CCCCC2 |
| -2%[57.5 µM] | CC(C)C[C@H](NC(=O)c1nc[nH]c1C(=O)N1CCC(C)CC1)C(=O)OCc1ccccc1 |
| 6% | O=C(O)c1ccc(S(=O)(=O)N(Cl)Cl)cc1 |
| -3%[57.5 µM] | CC(C)C(=O)Nc1cccnc1 |
| -10%[57.5 µM] | CC(C)NCc1nnc(-c2ccc(Cl)cc2)o1 |
| -7% | O=C(NNS(=O)(=O)c1ccc(Br)cc1)NC1CCCCC1 |
| 2% | COc1ccc(-n2c(SCC3CNC(=O)O3)nnc2-c2ccc(Cl)cc2)cc1 (stereo unspecified) |
| 2% | O=C(c1cccc(C(F)(F)F)c1)c1c[nH]c(C(=O)NCC2CCCO2)c1 (stereo unspecified) |
| 14%[57.5 µM] | CCOC(=O)Cc1csc(NC(=O)CCC(=O)O)n1 |
| -4% | O=C(Nc1ccccc1)C(=O)c1cn(CC(=O)N2CCCCC2)c2ccccc12 |
| 13% | CC1CCC/C(=N\NC(=O)c2ccncc2)C1 (stereo unspecified) |
| 1% | CCOC(=O)c1cnn(-c2ccccc2)c1NC(=O)CCl |
| -2%[57.5 µM] | COc1cc([N+](=O)[O-])ccc1-c1ccc(/C=N/NC(=O)OC(C)(C)C)o1 |
| 29% | CN(C)C(=O)c1ccc(-c2ccc3ncnc(NCc4cccnc4)c3c2)cc1 |
| -3% | Nc1ccc(C(=O)OCC(=O)Nc2cc([N+](=O)[O-])ccc2F)cc1 |
| -5% | COC(=O)c1cccc(NC(=O)C23CC4CC(C2)CC(n2cncn2)(C4)C3)c1 |
| ? | Cc1ccc(N/C(N)=N/c2nc(C)cc(N3CCCCC3)n2)c(C)c1 |
| -40% | O=C(NCCc1c[nH]c2ccccc12)C(=O)NCC1OCCCN1S(=O)(=O)c1cccs1 (stereo unspecified) |
| 1% | Cc1nnc(NC(=O)CSc2nnc(-c3ccco3)o2)s1 |
| -1% | COc1ccc(OC)c(NC(=O)Cn2c(CCC(=O)O)ccc2-c2ccc(C)cc2)c1 |
| -2% | CCN(CC)C(=O)CCCSc1nnc(Nc2ccccc2F)s1 |
| 8%[57.5 µM] | O=C(N/N=C\C=C\c1ccco1)C1COc2ccccc2O1 (stereo unspecified) |
| 11% | COc1ccc(C2C(C(=O)Nc3cc(OC)c(OC)c(OC)c3)c3ccccc3C(=O)N2C)cc1 (stereo unspecified) |
| -7% | COc1ccc(N2CCN(C(c3ccco3)c3sc4nc(C)nn4c3O)CC2)cc1 (stereo unspecified) |
| -1% | COC(=O)c1ccc(C(NC(=O)OCc2ccccc2)/C(=C/[C@@H](C)C(=O)NCc2ccc(OC)c(O)c2)c2cccnc2)cc1 (stereo partly specified) |
| -7%[57.5 µM] | COc1ccccc1/C=C1\SC(=S)N(C(C(=O)O)c2ccccc2)C1=O (stereo unspecified) |
| -6% | Cc1ccc(NC(=O)CSc2nc3c([nH]c4ccccc43)c(=O)n2C)cc1 |
| 4% | CC/C(C)=N/Nc1nc2c(c(=O)[nH]c(=O)n2C)n1CCc1ccccc1 |
| -1% | CCN(CC)C(=O)CSc1ccc(C(F)(F)F)cc1[N+](=O)[O-] |
| -14%[57.5 µM] | COc1ccc(/C=C/C(=O)NCc2ccc(F)cc2)cc1S(=O)(=O)N1CCOCC1 |
| -19%[57.5 µM] | COCCN1C(=O)N(C)[C@@H](c2ccccc2)C(C(C)=O)=C1C |
| -5%&4% | COCCN1C(=O)N[C@@H](c2ccc(Br)cc2)C(C(C)=O)=C1C |
| 0% | CC(C)n1c(SCC(=O)Nc2ccccc2N2CCOCC2)nc2c1c(=O)n(C)c(=O)n2C |
| 2% | Cc1ccc(C(=O)NC(=S)N2CCN(C(=O)OC(C)(C)C)CC2)cc1Br |
| -3% | O=C(Nc1ccccc1Cl)C(Cl)C(=O)c1ccccc1 (stereo unspecified) |
| ? | CC(C)N(C(=O)CSc1nnc(CSc2ncccn2)n1C)C(C)C |
| -2% | Cc1ccccc1CSc1nnc(C)c(=O)n1N |
| 8%[57.5 µM] | Cc1ccc(C(=O)N2C(=O)c3cccc(N)c3C2=O)o1 |
| 0% | O=C(CSc1nc(-c2ccco2)cc(C(F)(F)F)n1)N1CCSCC1 |
| 8% | Cc1ccc(CC(=O)Nc2cccc(C#N)c2)cc1 |
| 23% | C/C(=N/OCO/N=C(/C)c1ccc(F)cc1)c1ccc(F)cc1 |

2 entries from above, with each value named.
> Cc1ccc(CC(=O)Nc2cccc(C#N)c2)cc1
  ERK EGF inh = 8%

> O=C(CSc1nc(-c2ccco2)cc(C(F)(F)F)n1)N1CCSCC1
  ERK EGF inh = 0%

(list continues)
| ERK EGF inh | Compound |
| --- | --- |
| -4% | Cc1cccc2cc(CNCC3CCCO3)c(Cl)nc12 (stereo unspecified) |
| 4% | CNC(=S)N1N=C(c2ccc(C)cc2)CC1c1ccc(OC)c(OC)c1 (stereo unspecified) |
| -5% | CC(=O)Oc1ccc(-c2cccc(C(=O)OCC(=O)Nc3ccccc3Oc3ccccc3)c2)cc1 |
| -9% | O=C(O)C(Cc1ccccc1)N=Cc1c(O)c2ccccc2oc1=O (stereo unspecified) |
| -16%[57.5 µM] | CCN(CC)S(=O)(=O)c1ccc(NN=c2c(=O)c3ccccc3c2=O)cc1 |
| -3% | C=CC[n+]1c(-c2ccc(C)cc2)csc1Nc1c(C)n(C)n(-c2ccccc2)c1=O |
| -5% | COc1cccc(NC(=O)CSc2nc3ccccc3c(=O)n2Cc2cccs2)c1 |
| -4%[57.5 µM] | CCN(CCS(=O)(=O)c1ccc(Cl)cc1)C(=O)Nc1ccccc1 |
| 4%[57.5 µM] | C[C@H](NC(=O)c1nc[nH]c1C(=O)N[C@H](C)c1ccccc1)C(=O)OC(C)(C)C |
| 11% | CCCc1cc(-c2n[nH]c(=S)n2CC(C)C)cs1 |
| 1% | CCc1ccc(NC(=O)C(C)OC(=O)C2CCC(=O)N2)cc1 (stereo unspecified) |
| 3% | Cc1c(Cc2ccc3c(c2)OCO3)sc(NC(=O)c2cccc3ccccc23)c1C(N)=O |
| ? | C=CCc1ccc(OCCOc2cccc3cccnc23)c(OC)c1 |
| 8% | Cn1nccc1C(=O)N1CCc2ccccc21 |
| 22% | COc1cc2c(cc1OC)CN(CC(=O)NC(=O)NC1CCCCC1)CC2 |
| 1% | O=C(Cn1nc(-c2ccccc2)ccc1=O)Nc1ccc(N2CCN(C(=O)c3cccs3)CC2)cc1 |

Shown in markdown: 3 of the compounds above.
| smiles | ERK EGF inh |
| --- | --- |
| CCCc1cc(-c2n[nH]c(=S)n2CC(C)C)cs1 | 11% |
| CCc1ccc(NC(=O)C(C)OC(=O)C2CCC(=O)N2)cc1 (stereo unspecified) | 1% |
| Cc1c(Cc2ccc3c(c2)OCO3)sc(NC(=O)c2cccc3ccccc23)c1C(N)=O | 3% |

The list continues:
| ERK EGF inh | Compound |
| --- | --- |
| 4%[57.5 µM] | COc1ccc(-c2[nH]ncc2CN2CCC(c3ccncc3)CC2)cc1F |
| 3% | COc1ccc(-n2c(=O)c3ccccc3c3ccccc3c2=O)c(OC)c1 |
| -16% | N=c1c2ccccc2nnn1-c1cccc(C(F)(F)F)c1 |
| -4% | CC1=C(C(=O)N(C)C)C(c2ccccc2OC(F)F)NC(=O)N1 (stereo unspecified) |
| -6%[57.5 µM] | Cc1cc(C)cc(NC(=O)Oc2ccccc2N2CCCCC2)c1 |
| 9% | OCCCNc1nc(-c2ccc(Br)cc2)nnc1-c1ccc(Cl)cc1 |
| -5%[57.5 µM] | O=C1C2C(c3ccccc3)CC=CC2[C@H](c2cccc([N+](=O)[O-])c2)N1Cc1ccccc1 (stereo partly specified) |
| -2% | Cc1ccc(-c2cccc(CN3CCN(C(C)C)C(CCO)C3)c2)o1 (stereo unspecified) |
| 2% | O=C(NCc1cccnc1)c1ccc([N+](=O)[O-])o1 |
| ? | Cc1cccc(C(=O)NC2CCN(C(=O)Nc3ccccc3C)CC2)c1 |
| -3% | COc1ccc(/C=N/n2cnc3scc(-c4cccs4)c3c2=O)cc1OC |
| 8% | CC(OC(=O)c1ccc2ncsc2c1)C(=O)N1CCCC1 (stereo unspecified) |
| 5% | O=C(Nc1ccc(S(=O)(=O)N2CCCC2)cc1)C1COc2ccccc2O1 (stereo unspecified) |
| -4%[57.5 µM] | CCO/C([O-])=N/c1sn[n+](C)c1C |
| -14% | CC(NS(=O)(=O)c1ccc(Br)cc1)C(=O)NCc1ccco1 (stereo unspecified) |
| 7%[57.5 µM] | O=c1oc2cc(S(=O)(=O)NCCCO)ccc2c2ccc(S(=O)(=O)NCCCO)cc12 |
| 1% | O=C1CS/C(=N/N=C/c2cccs2)N1 |
| 12% | Cc1ccc(NC(=O)Cn2nnc3ccccc32)c(C)c1 |
| 1%[57.5 µM] | O=C(Cn1nc(-c2ccccc2)ccc1=O)Nc1ccc(-n2cnnn2)cc1 |
| 5%[57.5 µM] | COC(=O)c1ccc(COc2ccc3c(c2)CCC3)o1 |
| -3%[57.5 µM] | N/C(CC(=O)NC1CCCCC1)=N\OCC(=O)Nc1ccc(Cl)c(Cl)c1 |
| 5%[57.5 µM] | NC(=O)c1cc2ccncc2c2ccccc12 |
| -3% | Cn1nc(/C=C/c2ccccc2)ccc1=O |
| -4% | C#CCSc1nnc(-c2ccc([N+](=O)[O-])cc2)o1 |
| -1% | CC(C)NS(=O)(=O)c1ccc2c(c1)oc(=O)n2C |
| 7%[57.5 µM] | Cc1ccc2nc(C)c(C(=O)O)cc2c1 |
| 3% | Cc1cnn(CCC(=O)NNC(=S)NCC(C)C)c1 |
| -13%[57.5 µM] | CC(C)C(=O)N1CCC2(CC1)Oc1ccc(F)cc1C(=O)C21CC(c2cccnc2)=NO1 (stereo unspecified) |
| 7% | COc1ccc(N=C2C(=O)N3CCCc4cccc2c43)cc1 |
| 6% | COc1ccc(C(=O)NC(=S)Nc2ccc3c4c(cccc24)CC3)cc1OC |
| -1%[57.5 µM] | CCOC(=O)C(CC)(CC)C(=O)/C=C/c1ccc(OC)cc1 |
| -3% | CCOc1ccccc1NC(=O)CC1SC(=N)N(c2ccccc2)C1=O (stereo unspecified) |
| -8% | CCN(CCn1cccn1)Cc1nc(-c2ccc(C(=O)OC)cc2)no1 |
| -3% | Cc1nc(N)sc1C(=O)OCC(C)C |
| -4% | Cc1cc(C)c(C#N)c(Oc2ccccc2Br)n1 |
| 18% | COCCN(C(=O)CSc1nnc(-c2cccc(OC)c2)n1C)c1c(N)n(Cc2ccccc2)c(=O)[nH]c1=O |
| 4% | CCC(=O)N1N=C(c2cccs2)CC1c1ccco1 (stereo unspecified) |
| -2% | CCCn1c(SCC(=O)N2N=C3/C(=C/c4ccc(OC)cc4)CCCC3C2c2ccc(OC)cc2)n[nH]c1=O (stereo unspecified) |
| 1% | CC(=O)N1N=C(C)CC1c1ccc(OCc2ccccc2)cc1 (stereo unspecified) |
| -5% | O=C(COc1ccc2ccccc2c1)N1CCN(C(=O)c2ccc([N+](=O)[O-])cc2)CC1 |
| -6% | CCOC(=O)c1c(C)[nH]c(C(=O)COC(=O)[C@H](C)NC(=O)c2ccccc2Cl)c1C |
| -1% | CN(C)S(=O)(=O)c1ccc(NC(=O)CSc2nc3ccccc3n2-c2ccccc2)cc1 |
| -3% | NC(=O)C(=O)NCCCN1CCOCC1 |
| -14% | COc1cc(C2Nc3ccccc3C(=O)N2c2ccc(Cl)cc2)c(Cl)cc1OCC(=O)O (stereo unspecified) |
| -8% | O=C(O)/C=C/c1ccc(S(=O)(=O)Nc2ccc(C(=O)NCC(=O)O)cc2)cc1 |
| -3%[57.5 µM] | CN1CCc2c(C#N)c(N3CCOCC3)nc(NCC3CCCO3)c2C1 (stereo unspecified) |
| 5% | CCOC(=O)C1CCCN(C(=O)c2ccc(C)c([N+](=O)[O-])c2)C1 (stereo unspecified) |
| 21% | CCn1c(SCC(=O)NC)nnc1C(C)C |
| -21% | O=C(NNC(=S)NCc1ccco1)c1ccc(S(=O)(=O)N2CCOCC2)cc1 |
| -4% | Cc1ccc2nc(-c3ccccc3)c(CN3CCSCC3)n2c1 |
| -8% | CCN(CC)S(=O)(=O)c1ccc(NC(=O)CSc2ncnc3ccccc23)cc1 |
| 8%[57.5 µM] | C[C@H](NC(=O)c1nc[nH]c1C(=O)N[C@@H](Cc1ccccc1)C(=O)OC(C)(C)C)C(=O)OC(C)(C)C |
| 6% | Cc1cc(C(=O)COc2ccc3ccc(=O)oc3c2)c(C)n1Cc1cccs1 |
| 1% | Cc1ccc(NC(=O)c2ccccc2NS(=O)(=O)c2ccc(Cl)s2)cc1S(=O)(=O)N1CCOCC1 |
| ? | O=[N+]([O-])c1cc(/C=N\Nc2nc(-c3ccccc3)cs2)ccc1O |
| -4% | Cc1ccc(NC(=O)c2cnccn2)cc1S(=O)(=O)N(C)C |
